Assay outcomes from PubChem BioAssay.
Hep lipid drop: hepatic lipid droplet formation modulation | 240,000 compounds, 0.4% hits | AML12 mouse hepatocytes, oleate lipid droplets, BODIPY imaging | inhibition, % at 6.5 µM;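 active means lipid droplet intensity inhibited by at least 50%, with more than 500 cells counted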
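Technique: fluorescence imaging, 20x objective, two fields per well / Assay system: AML12 hepatocytes (mouse) / Measure: % inhibition of lipid droplet signal / Doses: 6.5 µM single-point dosing / Incubation: overnight exposure / Reagent: 100 µM oleic acid challenge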
ER stress rescue: rescue of cells from ER stress-induced death, primary screen, 384-well, CSM14.1, thapsigargin, ATP luminescence (AID 1222) | CSM14.1 thapsigargin-induced death rescue, ATP luminescence; higher % means a stronger effect | one-dose cellular ATP content (survival), % at 20 µM; EC50 in µM for titrated hits | 190,000 tested, under 10 active;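 active means EC50 below 50 µM in the dose-response confirmation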;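 further: death triggered by thapsigargin at about 15 µM added after 2 h compound pretreatment; cell ATP read after overnight thapsigargin exposure of roughly 18 to 22 hours; normalized against plate controls of thapsigargin alone and 5% DMSO vehicle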
WT yeast gro inh: growth inhibition of WT yeast, mitochondrial fusion screen | 190,000 compounds, 2.1% hits | mitochondrial fusion phenotypic screen, WT strain | inhibition, % at 10 µM | AID 1362; in the data active means inhibition above about 58%; tested in S. cerevisiae
MT stabilizer: stabilizes microtubules in HeLa cells; HeLa tubulin immunostaining HCS, 24 h; share of cells brighter than vehicle mean+2SD; AID 2205; 200,000 compounds, 0.83% hits; % tubulin-high responders, % at 10 µM;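 active means plate Z-score above 3 for both tubulin-high and condensed-nucleus cell shares, with cell loss under 80%, at 10 µM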;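 further: anti alpha tubulin signal scored within the nucleus-defined area of each cell; some results filed as inactive read as strong as hits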
Dynein transport: dynein cargo transport inhibition | 220,000 compounds, 0.47% hits | z-score, hits read low | 3617.4 mouse cells, GR-EGFP nuclear translocation imaging; test concentration mostly 20 µM; stimulated with dexamethasone, 1 µM; stronger effect = lower value;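 active means plate z-score of nuclear minus cytoplasmic receptor signal below a set negative limit, without overly bright fluorescence or cell loss, cut at about -3.5 in these data, passing the limit was not always enough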;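 further: z-score of nuclear minus cytoplasmic ring GR-EGFP intensity difference per well; some compounds called inactive have numbers as strong as hits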
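Also added – dexamethasone, 1.0 µM final · Buffer or medium – tet-free, stripped-serum medium · Schedule – induction 48 h, compound 1 h, agonist 30 min · Detection – formaldehyde fixation, Hoechst nuclear stain, 10x automated fluorescence imaging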
XIAP antagonists: XIAP antagonists, biochemical, IAP family, fluorescence polarization (AID 1018). XIAP BIR domain, fluorescence polarization peptide displacement; higher % means a stronger effect. displacement, % at 20 µM; hits with a dose series show IC50 in µM. 200,000 compounds, 0.007% hits; in the data active means displacement above about 50%; further: a part of the inactive calls stands beside numbers as strong as those of hits
Autophagy HCS: modulators of autophagy | MEF GFP-LC3 puncta imaging; test concentration mostly 10 µM | calls only at 10 µM (by protocol) | 190,000 compounds, 0.98% hits;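 active means percentage of spot-positive cells more than 3 SD above its plate mean, without a fluorescence outlier flag or 80% toxicity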;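 further: spot-positive cell cutoff set from DMSO-treated cells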
Insulin prom up: MIN6 insulin promoter up-regulation. MIN6 insulin promoter-GFP reporter, high-content imaging; stronger effect = higher value. z-score at 5 µM. 190,000 compounds, 0.3% hits. AID 1625;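 active means z-score above 3 at 5 µM with at least 500 cells counted in the well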
b-catenin transl: modulators of beta-catenin nuclear translocation; HeLa beta-catenin nuclear translocation, immunofluorescence imaging; nuclear translocation activity, % at 5 µM; 190,000 compounds, 0.3% hits;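 active means nuclear translocation activity above 50% at 5 µM, with a well cell count of 50 or more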;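 further: per-cell ratio of nuclear to cytoplasmic median beta-catenin stain intensity; plate controls were DMSO negative control for no effect and GSK-3 inhibitor IX positive control for full effect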
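test system = HeLa cells, endogenous beta-catenin | dosing = single 5 µM dose plus 0.02–20 µM confirmation series | times = compound treatment 24 h, 37°C, 5% CO2 | technique = beta-catenin immunofluorescence imaging with DAPI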
WT yeast gro inh mutant strain: recorded beside WT yeast gro inh, whose call it bears; inhibition, %; mitochondrial fusion phenotypic screen, mutant strain inhibition
Dynein transport cytoplasmic EGFP: recorded beside Dynein transport, whose call it bears; z-score; measured here: cytoplasmic GR-EGFP intensity; stronger effect = higher value
Dynein transport nuclear GR-EGFP: second read-out of Dynein transport, no call of its own (marks repeat the call); z-score; measured here: nuclear GR-EGFP intensity;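 lower value marks the stronger effect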
Dynein transport cell count: further read-out of Dynein transport, marked with its call; z-score; measured here: cell count per field
Insulin prom up cell count: also measured in Insulin prom up; calls as there; cell count; measured here: cytotoxicity, nuclei count;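 total cells summed across four imaged fields per well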
Hep lipid drop cells 6.5 µM: second read-out of Hep lipid drop, no call of its own (marks repeat the call); cell count; measured here: cell count, cytotoxicity flag;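 cells counted across two imaged fields per well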
b-catenin transl cell count 5 µM: recorded beside b-catenin transl, whose call it bears; cell count; measured here: cell count, cytotoxicity flag
MT stabilizer Hoechst-high %: also measured in MT stabilizer; calls as there; % Hoechst-high responders; measured here: nuclear condensation Hoechst responders;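 share of cells brighter than vehicle mean plus two SD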
MT stabilizer cytotoxicity %: recorded beside MT stabilizer, whose call it bears; toxicity, %; measured here: cytotoxicity by cell density;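 0% = mean cell density of plate MIN control wells and 100% = no cells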
Autophagy HCS cell loss 18 h: second read-out of Autophagy HCS, no call of its own (marks repeat the call); toxicity, %; measured here: cell loss, nuclei count;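 cell loss after 18 h compound exposure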
Starred values were filed as active, the others as inactive; i = inactive; . = no result given.

SMILES | Hep lipid drop | Hep lipid drop cells 6.5 µM | ER stress rescue | WT yeast gro inh | WT yeast gro inh mutant strain | MT stabilizer | MT stabilizer Hoechst-high % | MT stabilizer cytotoxicity % | Dynein transport | Dynein transport cytoplasmic EGFP | Dynein transport nuclear GR-EGFP | Dynein transport cell count | XIAP antagonists | Autophagy HCS | Autophagy HCS cell loss 18 h | Insulin prom up | Insulin prom up cell count | b-catenin transl | b-catenin transl cell count 5 µM
Fc1cc(Cl)ccc1NC(=S)NCCN1CCOCC1 | -1 | 698 | -0.7% | -10 | 16 | 9.4 | 2.6 | 11 | -0.78 | -0.35 | -0.069 | 0.51 | -3.1% | i | 3 | -0.19 | 1448 | 0.6 | 1541
COc1ccc(NC(=S)Nc2ccccc2Cl)cn1 | -5 | 683 | -0.5% | -13 | -3 | 2.4 | 1.6 | 6.7 | 1 | -0.33 | 0.29 | -0.029 | -4.6% | i | 15 | 0.03 | 1618 | -5.2 | 1068
COc1ccc(S(=O)(=O)Nc2ccc(S(=O)(=O)N3CCCCC3)cc2)cc1C | . | . | -1.9% | 17 | 27 | 2.4 | 2.9 | 11 | -1.2 | -0.28 | -0.39 | 2.6 | -0.8% | i | 8 | -0.12 | 1179 | 0.0 | 1397
Clc1ccc(Nc2ccc(NCc3ccccc3)nn2)cc1 | 4 | 642 | -1.0% | 27 | 6 | 2.2 | 1.7 | 7.5 | 0.46 | -0.069 | 0.73 | -0.87 | -5.5% | i | 2 | -0.34 | 1261 | -1.0 | 971
COc1ccc(S(=O)(=O)c2ccc(OC)c(OC)c2)cc1OC | . | . | 1.4% | 8 | -6 | 1.4 | 1.2 | 6.8 | -0.54 | -0.21 | -0.16 | 0.48 | -4.8% | i | -10 | 0.39 | 1194 | -0.9 | 1154
C/C=C(\C)C(=O)OC1c2c(ccc3ccc(=O)oc23)OC(C)(C)C1OC(C)=O (stereo not drawn) | -36 | 709 | -2.8% | 26 | 17 | 3.3 | 1.1 | 5.1 | -0.071 | -0.24 | -0.23 | -0.64 | -3.5% | i | -6 | . | . | -0.8 | 539
Cc1cc(C)c(COCc2cc(/C=N/O)c(C)cc2C)cc1/C=N/O | 9 | 768 | 1.7% | 1 | -16 | 2.2 | 2.5 | 6.0 | 0.06 | -0.26 | 0.16 | 0.37 | -3.6% | i | -1 | . | . | -11 | 1049
CSc1nc(C)cc(OCC#N)n1 | . | . | -0.4% | 1 | 5 | 1.9 | 1.6 | 13 | -0.8 | -0.22 | -0.61 | 2.1 | -1.0% | i | 23 | 1.1 | 1383 | -4.0 | 755
COc1ccc(-c2c(C)oc3c(CN4CCCCC4C)c(O)ccc3c2=O)cc1OC (stereo not drawn) | 19 | 657 | -2.1% | 11 | 2 | 1.4 | 2.0 | 8.8 | -1.1 | -0.2 | -0.37 | 0.38 | -5.6% | i | 11 | 0.75 | 2016 | -1.9 | 1193
CCC(=O)Nc1cc(NC(=O)CSc2nnc(C(C)C)n2CC)ccc1C | -8 | 727 | -3.0% | 9 | 17 | 2.5 | 3.3 | 21 | 1.2 | -0.38 | 0.75 | -0.52 | -2.6% | i | 22 | 0.27 | 1193 | -0.5 | 1041
COc1ccc(NC(=S)N(Cc2ccc(Cl)cc2)Cc2ccc(C(=O)O)cc2)cc1Cl | 4 | 659 | -14% | -12 | 10 | 3.1 | 2.5 | 4.1 | -0.27 | -0.31 | 0.23 | 0.42 | -22% | i | -3 | 0.1 | 1256 | 0.3 | 1146
CCC(CC)C(=O)Nc1cccc(C(=O)N2CCOCC2)c1 | 6 | 796 | -3.6% | -16 | 2 | 6.9 | 1.8 | 3.1 | 3.1 | 0.63 | 3.3 | -2.6 | -4.0% | i | -6 | 1.4 | 1237 | 0.2 | 915
Cc1occc(=O)c1OC(=O)Nc1ccccc1 | 3 | 731 | -0.7% | -6 | 2 | 5.0 | 3.0 | 9.0 | 0.18 | -0.099 | 0.79 | -0.37 | -6.7% | i | 17 | -0.59 | 1170 | -6.3 | 1190
CN(C)CCCNC(=O)CC(c1ccccc1)c1ccccc1O (stereo not drawn) | 7 | 749 | 1.6% | -2 | 19 | 2.0 | 1.7 | 4.8 | -0.15 | -0.26 | 0.11 | 0.058 | -3.0% | i | 10 | -0.45 | 1191 | -4.4 | 1183
CCCN(CCO)Cc1ccc(F)c(Br)c1 | . | . | 2.9% | -17 | 7 | 5.9 | 6.4 | 9.9 | 1.9 | -0.29 | 1 | -0.79 | -4.0% | i | 13 | 0.59 | 1677 | -0.5 | 1254
N#CCSc1nnc(COc2ccccc2)n1-c1ccccc1 | 5 | 663 | -1.8% | -5 | -8 | 2.9 | 1.9 | 1.8 | -1.4 | -0.14 | -0.8 | 0.52 | -1.2% | i | 4 | . | . | -1.8 | 526
COc1cc(NC(=O)c2ccc3c(c2)OCO3)ccc1NC(=O)C(C)C | . | . | -4.0% | 2 | 16 | 4.0 | 2.2 | 6.7 | 0.19 | -0.26 | 0.49 | -1.4 | -2.4% | i | 16 | -0.46 | 1082 | -2.6 | 909
O=C(Nc1ccc(Br)cc1Cl)Nn1cnnc1 | -2 | 706 | -1.0% | 2 | -4 | 3.6 | 2.4 | 9.3 | -0.87 | -0.24 | -0.51 | 1 | -1.6% | i | 30 | . | . | 0.8 | 1079
Cc1ccc2cccc(Oc3ncnc4sc(C)c(C)c34)c2n1 | 26 | 645 | -0.6% | 3 | 6 | 2.8 | 2.3 | 8.8 | 0.86 | -0.046 | 0.58 | 0.22 | -11% | i | 18 | -0.3 | 1410 | -0.4 | 1115
O=C(NCc1ccco1)[C@@H]1CCCN1C(=O)c1cccs1 | -1 | 798 | -3.5% | -1 | 5 | 1.1 | 1.0 | 4.4 | -0.6 | -0.19 | -0.086 | 0.28 | -6.7% | i | -2 | 0.45 | 971 | -3.9 | 1197
CCOc1cc(/C=N\NC(=O)C2C(=O)NCC2c2ccccc2)ccc1OC (stereo not drawn) | 3 | 664 | -1.1% | 2 | -13 | 1.6 | 6.3 | 6.2 | 0.95 | -0.24 | 0.064 | -0.4 | -9.8% | i | -18 | 1.5 | 1349 | -4.1 | 547
CCOc1ccc(-c2cnc(N)n2C)cc1 | -6 | 683 | -1.1% | -10 | -3 | 3.2 | 3.1 | 3.7 | -0.62 | -0.4 | -0.83 | 0.21 | -7.3% | i | -2 | 0.04 | 1494 | -0.7 | 1113
O=[N+]([O-])c1ccccc1NCc1c(O)ccc2ccccc12 | -1 | 805 | . | . | . | . | . | . | -1 | -0.15 | 0.064 | -0.015 | . | . | . | 0.01 | 930 | 0.7 | 1272
CCC(C(=O)Nc1ccc(C(C)C)cc1)c1ccccc1 (stereo not drawn) | 9 | 661 | 0.0% | -2 | -9 | 3.1 | 2.6 | 5.9 | -0.89 | -0.32 | -0.68 | 1.9 | -4.9% | i | -8 | -0.85 | 1429 | 0.1 | 1358
COc1ccc(Cl)cc1S(=O)(=O)N1CCN(Cc2ccc3c(c2)OCO3)CC1 | -19 | 705 | 1.0% | 65* | 38* | 2.8 | 2.4 | 29 | -0.53 | -0.08 | 0.21 | -0.0025 | -5.1% | i | -4 | . | . | . | .
COc1ccc(C(=O)O/N=C/c2c(C(F)(F)F)nn(C)c2SCc2ccccc2Cl)cc1 | . | . | -1.8% | 18 | 6 | 2.9 | 1.4 | 0.0 | -0.83 | -0.19 | -0.49 | 0.57 | -1.0% | i | 8 | -0.45 | 1572 | -1.3 | 1351
O=C(c1cc2ccccc2oc1=O)N1CCN(CCc2ccccc2)CC1 | 3 | 735 | -3.0% | -9 | -1 | 2.6 | 1.8 | 1.7 | 0.52 | -0.19 | 0.64 | 0.28 | 2.4% | i | -4 | -0.16 | 1290 | 1.6 | 1234
CC(C)[C@H](NC(=O)c1ccccc1)C(=O)OCC(=O)N1CC(=O)Nc2ccccc21 | 15 | 689 | -1.4% | -19 | -15 | 2.0 | 3.0 | 10 | -0.32 | -0.25 | -0.39 | 0.36 | -6.9% | i | -26 | 0.1 | 1538 | -1.0 | 1087
CC(C)(C)c1ccc(-c2nc(C#N)c(NCCCn3ccnc3)o2)cc1 | -19 | 706 | . | . | . | . | . | . | 0.99 | -0.21 | 0.76 | -0.43 | . | . | . | -1.1 | 840 | 0.3 | 1273
CC(=O)Nc1c(-c2ccccc2)nc2ncccn12 | . | . | 2.1% | 11 | -1 | 2.0 | 3.0 | 8.7 | -0.28 | -0.31 | 0.021 | 0.55 | -4.7% | i | -13 | -0.33 | 1059 | -6.5 | 1147
O=C(Nc1ccccc1)c1ccc2c(c1)OCCO2 | . | . | -3.5% | 10 | 3 | 3.6 | 2.0 | 3.4 | -0.53 | -0.25 | -0.9 | -0.02 | -2.7% | i | 3 | -0.67 | 1448 | -1.8 | 1356
Cc1cc(=O)[nH]c(SCC(=O)N2CCCCCC2)n1 | 11 | 800 | 3.3% | -14 | -20 | 4.2 | 3.4 | 19 | 0.84 | -0.16 | 0.6 | 0.046 | -2.0% | i | -2 | . | . | -5.3 | 1012
